APJ agonist = APJ receptor agonism; P35414; CHO-K1 APJ PathHunter beta-arrestin, luminescence; 0% DMSO wells, 100% apelin; activation, % at 20 µM; 330,000 tested, 0.11% active; AID 2520;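 active = activation more than six SD over the plate average, tested at 20 µM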;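 also: 0% = DMSO alone and 100% = apelin-13 at 10 nM; some results filed as inactive read as strong as hits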
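Assay system: CHO-K1 cells stably expressing ProLink-tagged human APJ and arrestin–beta-gal acceptor. Compound dosing: 20 µM single point, 1% DMSO. Times: 16-18 h seeding, 90 min dark compound exposure, 60 min detection. Detection: beta-gal luminescence. Evaluation: APJ–arrestin association signal. Controls: negative DMSO alone, positive Apelin-13 at 10 nM.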
ATG4B inhibitor = blocks human ATG4B protease cleavage of LC3 substrate | Q9Y4P1 | ATG4B cleavage of LC3-PLA2, NBD-HPC fluorescence, 1 h | inhibition, % at 8.33 µM | 340,000 tested, 0.51% active | AID 504462; in the data active = inhibition above about 40%
EBI2 block = antagonists of human EBI2 receptor; P32249; EBI2 beta-arrestin recruitment, luminescence, 7a,25-OHC stimulated; inhibition, % at 5 µM; 360,000 tested, 0.81% active; AID 651636; in the data active = inhibition above about 38%;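 also: enzyme fragment complementation signal reports receptor beta-arrestin coupling in cells; 0% = agonist plus DMSO wells and 100% = wells without agonist; some results beyond the cut were filed as inactive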
Target sequence (P32249 whole entry, looked up, the tested form may be a part): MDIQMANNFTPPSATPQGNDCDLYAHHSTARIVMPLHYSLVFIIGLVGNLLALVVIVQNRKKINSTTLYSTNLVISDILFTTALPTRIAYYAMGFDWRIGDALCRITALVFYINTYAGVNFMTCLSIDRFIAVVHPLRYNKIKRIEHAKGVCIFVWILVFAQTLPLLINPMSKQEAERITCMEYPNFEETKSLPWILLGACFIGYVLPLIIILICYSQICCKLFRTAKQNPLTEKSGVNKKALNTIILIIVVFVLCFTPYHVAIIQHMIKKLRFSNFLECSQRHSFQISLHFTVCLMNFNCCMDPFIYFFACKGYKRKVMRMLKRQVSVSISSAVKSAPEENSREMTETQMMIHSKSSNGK
CCR6 antag = CCR6 (human) receptor antagonism | P51684 | CHO-K1 CCR6 PathHunter beta-arrestin, luminescence, CCL20-stimulated | inhibition, % at 20 µM | 340,000 tested, 0.49% active;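 active = compounds whose inhibition of the agonist-driven luminescence signal at 20 µM reaches about 50%, limit read from the data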;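 also: cells stimulated with CCL20 at 14 nM final; plate controls were DMSO with CCL20 for no effect and DMSO without agonist for full effect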
Target sequence (P51684 whole entry, looked up): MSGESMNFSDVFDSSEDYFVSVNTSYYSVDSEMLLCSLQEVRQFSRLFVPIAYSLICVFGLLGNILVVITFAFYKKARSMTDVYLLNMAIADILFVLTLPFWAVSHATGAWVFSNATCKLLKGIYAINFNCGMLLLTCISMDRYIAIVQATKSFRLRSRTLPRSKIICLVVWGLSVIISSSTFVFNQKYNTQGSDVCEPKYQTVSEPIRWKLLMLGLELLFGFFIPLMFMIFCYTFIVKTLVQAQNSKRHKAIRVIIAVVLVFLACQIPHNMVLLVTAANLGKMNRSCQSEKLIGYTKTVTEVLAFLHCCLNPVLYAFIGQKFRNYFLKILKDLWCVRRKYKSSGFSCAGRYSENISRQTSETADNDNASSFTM
Gli-Sufu antag = antagonists of Gli-Sufu signaling. Sufu-KO-LIGHT fibroblasts, Gli luciferase reporter luminescence. inhibition, % at 5 µM. 340,000 tested, 0.74% active. AID 588413;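 active = inhibition above about 55%, limit read from the data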;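 also: 0% = DMSO-treated cells and 100% = wells with medium but no cells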
UBC13 inh = inhibitors of human UBC13 polyubiquitin chain formation | 330,000 tested, 0.47% active | P61088 | inhibition, % at 20 µM | TR-FRET; in the data active = inhibition above about 45%, passing the limit was not always enough
Target sequence (P61088 whole entry, looked up): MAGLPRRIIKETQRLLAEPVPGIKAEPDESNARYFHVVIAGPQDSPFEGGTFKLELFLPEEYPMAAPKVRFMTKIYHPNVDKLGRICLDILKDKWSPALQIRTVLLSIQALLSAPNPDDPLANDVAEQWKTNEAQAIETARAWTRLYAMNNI
CXCR6 block = CXCR6 (human) receptor inhibition. O00574. CHO-K1 PathHunter CXCR6 beta-arrestin, luminescence. inhibition, % at 20 µM. 360,000 tested, 0.36% active. AID 602244; in the data active = inhibition above about 34%, passing the limit was not always enough;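 also: antagonist mode with CXCL16 agonist at 10 nM final; 0% = 10 nM CXCL16 with DMSO and 100% = unstimulated wells without agonist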
APJ antagonist = blocks the human apelin receptor APJ | inhibition, % at 20 µM | 330,000 tested, 0.32% active | CHO-K1 APJ beta-arrestin complementation, luminescence;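 active = inhibition above about 40% at 20 µM, limit read from the data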;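 also: cells challenged with 10 nM apelin-13 agonist together with compound; plate controls were apelin-13 plus DMSO wells for no effect and DMSO wells lacking apelin-13 for full effect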
Numbers without * were called inactive; . = no result given.

Compound	APJ agonist	ATG4B inhibitor	EBI2 block	CCR6 antag	Gli-Sufu antag	UBC13 inh	CXCR6 block	APJ antagonist
Cc1nn(-c2ccccc2)c(Cl)c1C(=O)NCC1CCCO1 (configuration not stated)	-3.6	0.2	7.8	6.1	-3.2	-0.3	3.0	8.5
O=C(NCCCn1ccnc1)C(Cc1ccccc1)N1C(=O)c2ccccc2C1=O (configuration not stated)	-4.4	2.2	-6.0	-1.5	0.8	9.0	4.1	4.4
COc1ccc(CCNc2nc3ccc(C)cc3n3cnnc23)cc1OC	-3.5	1.8	7.5	6.9	3.0	4.0	-5.5	5.8
Cc1c(N(C)C(=O)c2ccco2)c(=O)n(-c2ccccc2)n1C	-3.3	-6.5	-19.5	-23.6	1.8	6.3	-27.0	5.7
CC1=C(C(=O)OCc2ccccc2)C(c2ccc([N+](=O)[O-])cc2)NC(=O)N1CCCCCC(=O)O (configuration not stated)	-1.6	-1.9	-7.0	-0.7	5.9	-9.4	-0.7	3.2
O=C(OCc1cc(-c2ccccc2)no1)c1ccc2ccccc2n1	7.1	31.4	-0.8	6.6	18.7	5.9	-1.7	12.0
O=C(COc1ccc(Cl)cc1)NCc1nnc(SCC(=O)NCC2CCCO2)o1 (configuration not stated)	-3.0	7.3	8.9	-11.0	-25.2	-2.1	-0.3	9.2
C#CCOCCOCCOCCNc1nc(N2CCN(C(=O)CCCCCCCCCCNC(=O)[C@H]([C@@H](C)CC)n3cc(CCCCCN)nn3)CC2)nc(N2CCN(C(=O)CCCCCCCCCCNC(=O)[C@H]([C@@H](C)CC)n3cc(CCCCN=C(N)N)nn3)CC2)n1	51.0*	.	4.3	.	.	124.8*	10.3	13.8
CSc1ncccc1C(=O)N1CCN(S(=O)(=O)c2ccc(F)cc2)CC1	-1.6	-3.7	-3.1	1.2	5.3	8.9	4.8	2.8
O=C(C(c1ccccc1)C(O)(c1ccccc1)c1ccccc1)N1CCOCC1 (configuration not stated)	.	-1.9	2.5	2.4	4.8	.	-3.5	.

2 consecutive compounds out of the list so far, quoted:
Compound	APJ agonist	ATG4B inhibitor	EBI2 block	CCR6 antag	Gli-Sufu antag	UBC13 inh	CXCR6 block	APJ antagonist
CSc1ncccc1C(=O)N1CCN(S(=O)(=O)c2ccc(F)cc2)CC1	-1.6	-3.7	-3.1	1.2	5.3	8.9	4.8	2.8
O=C(C(c1ccccc1)C(O)(c1ccccc1)c1ccccc1)N1CCOCC1 (configuration not stated)	.	-1.9	2.5	2.4	4.8	.	-3.5	.

Remaining list, next part.
Compound	APJ agonist	ATG4B inhibitor	EBI2 block	CCR6 antag	Gli-Sufu antag	UBC13 inh	CXCR6 block	APJ antagonist
COc1ccc(N(C(=O)c2cccc(OC)c2OC)C2C=CS(=O)(=O)C2)cc1 (configuration not stated)	-2.6	1.5	-7.5	-1.9	-1.2	-2.1	-2.9	-0.6
CCN1CCN(c2nnc(-c3ccccc3)c3ccccc23)CC1	-1.5	-1.0	-1.3	11.6	12.0	4.0	1.6	1.9
O=C(NCCO)c1cccc2c1C(=O)c1ccccc1-2	-1.5	-5.3	-5.3	-10.8	0.1	-18.1	-7.1	4.3
Cn1c(=S)[nH]c(=O)c2ncc(=O)[nH]c21	-3.7	1.6	-5.6	2.5	-7.2	-8.7	-3.5	7.0
CC(=O)N1c2ccc(S(=O)(=O)N3CCC(C(=O)NCc4ccc(F)cc4)CC3)cc2CC1C (configuration not stated)	-3.9	3.5	-4.3	-2.3	10.3	9.5	-2.4	7.1
CCOC(=O)c1nnn(-c2nonc2N)c1COc1ccccc1	-3.9	-2.9	-3.2	-3.1	7.6	-3.1	-6.0	16.9
Cc1noc(NS(=O)(=O)c2ccc(NC(=O)c3cccc(S(=O)(=O)Nc4ccccc4F)c3)cc2)c1C	-3.7	-6.0	4.7	0.8	-20.4	-9.5	0.1	-3.4
CC(C)CCNc1ncnc2c1cnn2Cc1ccccc1Cl	0.3	-3.1	10.1	0.8	.	5.5	-7.4	-17.8
COc1cc(OC)cc(-c2nnc(SCC(=O)Nc3ccc(C(=O)O)cc3)s2)c1	-1.6	2.8	-0.9	2.9	-4.2	-12.1	6.4	-3.3
O=C(NC(=S)Nc1ccc(S(=O)(=O)Nc2nccs2)cc1)c1ccccc1F	-2.4	-3.6	3.3	15.7	-0.3	15.7	8.4	25.1

Compound	APJ agonist	ATG4B inhibitor	EBI2 block	CCR6 antag	Gli-Sufu antag	UBC13 inh	CXCR6 block	APJ antagonist
COC(=O)c1c(O)cc(C(C)(C)C)n(-c2ccccc2)c1=O	-3.8	-1.6	-10.8	2.1	2.9	4.1	3.3	-3.8
COc1cccc(CN(C)C(=O)c2ccc(N3CCCC3)c([N+](=O)[O-])c2)c1	2.3	-2.6	31.2	14.9	1.2	-11.7	0.0	14.2
CC(C)(CC(=O)O)CC(=O)N1CCN(c2nc3cc(Cl)ccc3s2)CC1	-3.2	3.6	-10.2	-0.5	1.7	10.4	2.8	6.7
Cc1cc(OC(C)C(=O)NCC2CCC(C(=O)O)CC2)c2c(C)cc(=O)oc2c1 (configuration not stated)	-4.9	-5.9	-2.1	2.0	-9.6	14.8	3.8	3.4
O=C(N/N=C1\CC2CC=CC12)c1ccccc1Cl (configuration not stated)	-1.1	11.4	8.5	5.1	2.9	-2.9	-5.9	14.0
COc1cccc(N2CCN(C(=O)c3ccc(CS(=O)c4ccc(C)cc4)o3)CC2)c1 (configuration not stated)	-2.3	-0.3	-6.2	8.6	29.7	0.2	-0.7	7.7
COc1ccc(CCNC(=O)c2cc3c(=O)n4ccccc4nc3n(CCN3CCOCC3)c2=N)cc1	18.7	-5.3	0.8	-7.8	66.2*	-0.1	1.7	-22.8
COc1ccc(CNc2ccc3c(c2)CCC3)cc1Br	-2.6	5.7	7.6	4.3	-2.4	0.4	-4.0	0.2
Cc1ccc(NC(=O)CN(C)C(=O)CNC(=O)c2sc3ccccc3c2Cl)cc1	0.3	-19.6	4.8	11.7	-35.4	1.1	4.1	-3.4
Cc1ccc(S(=O)(=O)c2nnn3c2nc(N2CCOCC2)c2ccccc23)c(C)c1	-0.9	-5.5	10.2	4.5	4.2	16.2	0.8	15.2

Compound	APJ agonist	ATG4B inhibitor	EBI2 block	CCR6 antag	Gli-Sufu antag	UBC13 inh	CXCR6 block	APJ antagonist
COc1ccc(NC(=O)CN2CCc3ccccc3C2)cc1S(=O)(=O)N1CCOCC1	-2.7	7.0	0.4	-3.4	-0.8	-6.4	2.0	13.4
CCCn1c(C(O)c2cc(OC)c(OC)c(OC)c2)nc2ccccc21 (configuration not stated)	-1.3	0.9	5.6	14.2	2.5	-3.4	-4.6	15.0
O=[N+]([O-])c1cc(S(=O)(=O)N2CCCC2)ccc1N/N=C/c1cccnc1	0.4	12.6	-1.6	7.4	7.3	-51.5	-7.3	-12.9
N#C/C(=C(/O)COC(=O)c1ccc(Cl)c(S(=O)(=O)N2CCOCC2)c1)c1nc2ccccc2[nH]1	3.7	-7.4	-3.5	1.1	-32.7	-21.0	1.3	13.0
Cc1ccccc1N1CCN(S(=O)(=O)c2ccccc2)CC1	-4.0	37.2	7.1	7.7	6.6	0.4	-0.7	25.1
CC(NS(=O)(=O)c1ccc(OCC(=O)NCc2cccnc2)cc1)c1ccccc1 (configuration not stated)	3.1	1.7	3.6	2.0	-10.6	4.9	-1.0	18.3
CCNC(=S)N(CCN(CC)CC)Cc1cc2cc3c(cc2[nH]c1=O)OCCO3	-2.8	7.8	5.5	4.8	16.2	-8.8	-1.7	6.2
COC(=O)c1c(C)nn(-c2ccc(OC(F)(F)F)cc2)c1-c1snnc1C	2.0	2.1	2.3	17.9	8.2	-4.5	2.7	-8.7
COc1cc(=O)[nH]c(SCC(=O)Nc2ccc3ccccc3c2)n1	0.8	7.4	-5.9	-3.3	-12.4	1.6	-2.7	7.0
CCCCCSc1ncccc1C(=O)O	-0.3	2.5	-7.1	8.3	-0.5	-10.4	4.0	-0.9

Compound	APJ agonist	ATG4B inhibitor	EBI2 block	CCR6 antag	Gli-Sufu antag	UBC13 inh	CXCR6 block	APJ antagonist
COc1cc(OC)cc(C(=O)N2CCN(c3ncccn3)CC2)c1	-1.2	9.1	-5.0	-8.5	7.8	2.8	0.6	10.0
CCn1c(=O)c2cc(C(=O)Nc3cc(C)on3)sc2c2ccccc21	6.6	-2.6	-5.0	7.2	10.5	11.3	-5.0	7.1
O=C(COC(=O)c1ccc(F)cc1Cl)NC(=O)NC1CCCC1	-6.2	-1.4	-2.9	10.9	0.8	-0.6	9.3	5.4
COC(=O)c1ccc(NC(=O)CSCc2ccccc2)cc1	-2.3	0.6	-10.7	6.8	-12.8	9.0	-0.8	23.8
CC(NC(=O)CC1SC(N)=NC1=O)c1ccccc1 (configuration not stated)	-2.8	0.1	-3.9	-9.4	-4.4	-6.9	-2.8	-4.8
COc1cccc(-c2cc(C(F)(F)F)nc(-n3cc(Cl)cn3)n2)c1	.	-8.4	-8.4	18.9	-2.5	.	8.8	.
CCN(CC)C(=O)CSc1nc(O)c(Cc2ccccc2)c(=O)n1-c1ccccc1C	-2.4	3.7	-8.3	-10.1	7.1	4.8	-6.6	-9.4
CCOC(=O)c1nnn(-c2nonc2N)c1CNc1ccccc1	-3.6	-0.9	-0.5	4.4	0.6	-3.6	-4.9	2.5
Cc1cccc(-c2noc(CN(C(=O)/C=C/c3ccccc3Cl)C(C)C)n2)c1	4.1	24.0	17.3	13.8	-12.6	-3.4	4.4	3.4
S=c1[nH]nc(C2CCCCC2)n1/N=C/c1ccc(Cl)cc1	-1.5	-2.6	21.2	19.9	2.8	-2.8	5.2	19.6

Compound	APJ agonist	ATG4B inhibitor	EBI2 block	CCR6 antag	Gli-Sufu antag	UBC13 inh	CXCR6 block	APJ antagonist
Clc1ccccc1-c1nc(-c2cccnc2)no1	4.7	-9.8	-15.2	-4.3	-89.5	6.1	-9.7	-6.7
O=C(COC(=O)CNS(=O)(=O)c1ccccc1)NC12CC3CC(CC(C3)C1)C2	-1.7	-3.1	-6.9	4.8	10.1	-1.8	1.5	4.5
CCN(CC)C(=O)CN1CCC(n2c(C)nc3cc(C(F)(F)F)ccc32)CC1	-3.9	-9.1	-4.6	0.9	14.5	-5.6	2.5	0.1
C/C(=N\Nc1nc(N)cc(Cl)n1)c1ccc(Cl)c(Cl)c1	-0.2	-4.5	2.7	3.5	2.7	0.0	-1.4	-11.7
CCCN1C2=C(C(=O)CCC2)C(c2ccc(O)c(Br)c2)C2=C1CCCC2=O	8.0	-1.8	-2.4	7.5	-0.6	-16.4	3.4	-2.3
O=C(OCc1ccccc1)C1CCCN1C(=O)c1cccs1 (configuration not stated)	-4.1	-9.8	-1.3	-11.4	7.6	13.5	-6.3	16.9
COc1ccc(C2=NOC(CNC(=O)c3ccccc3Br)C2)c(OC)c1 (configuration not stated)	-0.4	-6.8	4.8	-6.5	-0.7	-0.3	-5.6	4.0

Screens: PubChem BioAssay, Sanford-Burnham Center for Chemical Genomics

An unsorted share of the library. Share with any hit: about 3%.
